KB-3-1 tox: qHTS assay for MDR1-selective chemotherapeutics: Primary screen using the parental adenocarcinoma cell KB-3-1. AID 1347075, 2019. 400,000 compounds, 1.4% hits. Potency, µM (top dose mostly 46.1 µM), inactives show at the highest dose activity change, negative = cytotoxic, actives largely listed as cytotoxic. KB-3-1 viability, CellTiter-Glo ATP luminescence, 72 h; also: potency is read from the fitted curve at half-maximal effect; % is scaled to controls: 0 for no effect and ±100 for the full control effect; nearly all actives have a fitted effect of over 60% in size
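Viability of parental KB-3-1 cells, measured by CellTiter-Glo luminescence, followed a 72 h incubation at 37 °C with pinned compounds in phenol-red-free DMEM containing 10% FBS.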
HT1080 IDH1KD tx: qHTS for induction of synthetic lethality in tumor cells producing 2HG: qHTS for the HT-1080-IDH1KD cell line; HT-1080 IDH1 knockdown viability, ATP luminescence, 48 h; 360,000 compounds, 2% hits; Potency, µM (top dose mostly 46.1 µM), inactives show at the top dose activity, negative = toxicity, most hits filed as cytotoxic; AID 686971, 2013;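 also: potency is read from the fitted curve at half-maximal effect; 0% = DMSO wells and -100% = cell-free medium wells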
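% activity derives from luminescence (CellTiter-Glo), normalised to DMSO and no-cell wells. HT-1080-IDH1KD cells, 750/well, had 48 h compound exposure at 37 °C.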
MCF10A rerep: A quantitative high throughput screen for small molecules that induce DNA re-replication in MCF 10a normal breast cells | 350,000 compounds, 2.9% hits | AID 624296, 2012 | MCF 10A DNA re-replication, Hoechst nuclear intensity, 48 h | Potency, µM (top dose mostly 46.1 µM), for inactives: top-dose activity, positive = re-replication, hits mostly activators; also: potency is read from the fitted curve at half-maximal effect; % of control where 0% means no effect; nearly all actives have a fitted effect of over 50% in size
IL-1B inflam inh: qHTS for Inhibitors of Inflammasome Signaling: IL-1-beta AlphaLISA Primary Screen. 360,000 compounds, 4.7% hits. activity change, % at 57.5 µM. THP-1 LPS/ATP IL-1B secretion, AlphaLISA, 16 h; stronger effect = lower value. AID 743279, 2014; in the data active = activity change below about -50%; inconclusive = mostly about -30% to -49%; also: % is scaled to controls: 0 for no effect and ±100 for the full control effect
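Secreted IL-1B measured by AlphaLISA bead assay after 16 h compound exposure of THP-1 cells; compounds (final up to 57.5 uM) added 1 h before LPS (250 ng/mL) and ATP (1.25 mM) stimulation; lower signal means less secretion.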
S2 tox: Viability Counterscreen for Primary qHTS for Inhibitors of ATXN expression. S2 cells (HEK-293 line with an ATXN2-luciferase reporter) viability, CellTiter-Fluor protease fluorescence, 24 h. Potency, µM (top dose mostly 56.7 µM), usual class: cytotoxic. 400,000 compounds, 0.49% hits. AID 651635, 2014; also: potency is read from the fitted curve at half-maximal effect; nearly all actives have a fitted effect of over 40% in size
SW480 rerep: A quantitative high throughput screen for small molecules that induce DNA re-replication in SW480 colon adenocarcinoma cells. SW480 DNA re-replication, Hoechst DNA content imaging, 48 h. Potency, µM (highest dose often 46.1 µM), without a hit: at the top dose re-replication activation, hits mostly activators. 340,000 compounds, 1.8% hits. AID 624297, 2012; also: potency is read from the fitted curve at half-maximal effect; % of control where 0% means no effect; nearly all actives have a fitted effect of over 55% in size
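DNA re-replication was detected as more nuclei of elevated Hoechst intensity after 48 hr exposure to compound (23 nL pinned per well of 250 cells).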
ATXN2 expr inh: Primary qHTS for Inhibitors of ATXN expression | HEK-293 ATXN2-luciferase reporter, luminescence, 24 h | Potency, µM (top dose mostly 57 µM), without a hit: at the top dose activity change, negative = inhibition, usual class: inhibitors | 360,000 compounds, 0.72% hits | AID 1745845, 2022; also: potency is read from the fitted curve at half-maximal effect; % is scaled to controls: 0 for no effect and ±100 for the full control effect; nearly all actives have a fitted effect of over 55% in size
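ATXN2-luciferase reporter cells (luciferase flanked by upstream and downstream ATXN2 gene portions) were treated 24 h at 37 °C with compounds at up to 57 uM. SteadyGlo luminescence gave expression; GF-AFC fluorescence gave viability.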
HepG2 tox: qHTS for Inhibitors of TGF-b: Cytotox Counterscreen. HepG2 CAGA-GFP viability, ATP luminescence, 18 h. Potency, µM (highest dose often 46.1 µM), for the others: at the highest dose activity change, negative = cytotoxicity, hits mostly cytotoxic. 410,000 compounds, 0.76% hits. AID 588856, 2011; also: potency is read from the fitted curve at half-maximal effect; some results filed as inactive show a strong effect at the top dose
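HepG2 CAGA-GFP cells (1000/well, DMEM with 1% FBS) received compound, then TGF-beta at 500 pg/mL final, and were incubated 18 hours at 37 degrees C. Viability was read by CellTiter-Glo luminescence. Media-only wells were set as complete cell-killing and DMSO as no toxicity.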
HT1080-NT tox: qHTS for induction of synthetic lethality in tumor cells producing 2HG: qHTS for the HT-1080-NT fibrosarcoma cell line. HT-1080-NT fibrosarcoma viability, CellTiter-Glo ATP luminescence, 48 h. 360,000 compounds, 1.6% hits. Potency, µM (titrated, usually from 46.1 µM), for inactives: at the highest dose activity, negative = less viability, most hits filed as cytotoxic. AID 686970, 2013;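 also: NT is the 2HG producing partner of a matched IDH1 knockdown line; potency is read from the fitted curve at half-maximal effect; 0% = DMSO-treated cells and -100% = media-only wells without cells; nearly all actives have a fitted effect of over 55% in size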
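HT-1080-NT; 750 cells/well; 5% FBS RPMI; 48 h compound, 37 degrees C; CellTiter-Glo luminescence; curve fitting and curve-class assignment.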
An asterisk follows results filed as active; i = inactive; ? = inconclusive; nt = no result given; [ ] = another dose, or the depositor's remark. Unless noted, calls follow the shape of the dose curve; as a rule, active = well fitted curve in the direction sought with a large enough effect; inconclusive = small, poorly fitted or top-dose-only effect, or another doubt; inactive = no such curve, though single readings can be large; an effect the other way counts as inactive or inconclusive.

| molecule | KB-3-1 tox | HT1080 IDH1KD tx | MCF10A rerep | IL-1B inflam inh | S2 tox | SW480 rerep | ATXN2 expr inh | HepG2 tox | HT1080-NT tox |
| --- | --- | --- | --- | --- | --- | --- | --- | --- | --- |
| O=C(O)/C=C/C(=O)NNc1ccc([N+](=O)[O-])cc1 | 1% | ? | -22% | 5 | nt | ? | ? | -32% | ? |
| Cc1ccccc1NC(=S)N(CCN(C)C)C(C)c1ccccn1 (configuration not stated) | -5% | 9% | 15% | 0 | i | 4% | 4% | 11% | 15% |
| COc1ccc(CC(=O)OCC(=O)c2ccc(F)cc2)cc1 | 0% | 3% | 2% | 23 | i | 1% | 3% | -6% | 2% |
| c1ccc(-n2nnnc2Sc2n[nH]c(-c3ccncc3)n2)cc1 | 8% | -9% | 330%[0.0737 µM] | -6 | i | -5% | -4% | 10% | 1% |
| CCc1ccc(NC(=O)CCS(=O)(=O)c2cc3c(cc2Cl)NC(=O)CO3)cc1 | 64% | nt | nt | nt | i | nt | 6% | -1% | nt |
| CC(=O)Nc1ccc(S(=O)(=O)NCc2nc(-c3ccccc3C)no2)cc1 | 12% | -1% | 2% | 3 | i | 7% | -9% | -19% | 0% |
| CCCc1nn2c(=O)cc(COC(=O)C3CCCCC3)nc2s1 | -2% | nt | nt | nt | i | nt | 5% | 3% | nt |
| COc1cc(C(=O)NCC(C)(C)CNC(=O)c2cc(OC)c(OC)c(OC)c2)cc(OC)c1OC | -9% | -3% | 0% | -8 | i | 1% | -34% | 2% | 1% |
| Cc1ccc(-c2cc(C(F)(F)F)c(C#N)c(=O)[nH]2)cc1 | 0% | -2% | ? | 0 | i | nt | 4% | 17% | 0% |
| O=C(NN1C(=O)C2C3C=CC(C4CC34)C2C1=O)c1ccccc1Cl (configuration not stated) | 3% | 20% | 1% | 11 | i | -10% | 7% | 0% | 17% |
| COc1ccccc1C(=O)Nc1nc(-c2cccs2)c(NC(C)=O)s1 | 7% | ? | 11% | 0 | i | 2% | 5% | -32% | ? |
| COc1cc2nc(SCC(=O)Nc3cccc(C)c3)n3nc(CCn4c(C)nc5ccccc54)nc3c2cc1OC | 5% | nt | nt | nt | i | nt | -24% | -17% | nt |
| COc1ccc(NC(=O)Nc2nnc(Cc3ccc(F)cc3)s2)cc1 | -4% | ? | 11% | -14 | i | ? | 14% | -13% | -42% |
| COc1ccc(Cc2nc3ccc(C(=O)NCCn4cccn4)cc3o2)cc1 | 20% | 1% | -1% | 4 | i | 2% | 2% | -22% | 9% |
| O=C(NCC[C@@H]1CC[C@@H](NC(=O)c2cnccn2)[C@@H](CO)O1)c1ccc2c(c1)OCO2 | 13% | 11% | nt | 44 | nt | nt | nt | nt | 21% |
| N#Cc1ccccc1OCC(=O)NNC(=O)CCNC(=O)c1ccccc1 | 15% | 1% | 10% | 5 | i | 1% | -4% | -3% | -7% |
| Cc1cc(-c2nc(C)c(C(=O)NNS(=O)(=O)c3cccc(C(F)(F)F)c3)s2)no1 | 3% | 9% | 0% | 36 | i | -7% | 13% | 9% | 0% |
| Cn1c(=O)c(Oc2cc(Cl)cc(Cl)c2)nc2ccccc21 | 1% | 6% | ? | 49 | ? | 24% | ? | -7% | 12% |
| COC(=O)c1ccc2c(=O)[nH]c(CSc3nc(C)cs3)nc2c1 | 23% | 8% | 10% | -5 | i | -9% | 34%[activator] | -7% | 13% |
| CCOC(=O)C1CCN(C(=O)Nc2ccc(NC(=O)C3CCN(C(=O)OCC)CC3)cc2)CC1 | 2% | 4% | -2% | -13 | i | -5% | 10% | -18% | 1% |
| COc1ccc(OC)c(-c2csc3nnc(SCC(=O)Nc4ccc(NC(C)=O)cc4)n23)c1 | -13% | -3% | -5% | 1 | i | -5% | -1% | -5% | 8% |
| CN(CCNC(=O)C1CC(=O)N(c2ccc(F)c(Cl)c2)C1)Cc1ccccc1 (configuration not stated) | 5% | -4% | -8% | -25 | i | 0% | -11% | -28% | -1% |
| O=C(c1ccc(S(=O)(=O)Cc2cc(F)ccc2F)c([N+](=O)[O-])c1)N1CCCCC1 | -9% | -14% | 28% | -110* | ? | ? | 8% | -1% | -2% |
| COc1cccc(OC)c1C(=O)N1CCN(Cc2ccccc2C)CC1 | 11% | 8% | 13% | -7 | i | 11% | -16% | 6% | 6% |
| COc1ccc(S(=O)(=O)NC2CCCC2)c(OC)c1 | 6% | 5% | 4% | 32 | i | 3% | -12% | 9% | 0% |
| COc1ccc(C(O)(CCN2CCOCC2)c2ccccc2)cc1 (configuration not stated) | 1% | 4% | 1% | -4 | ? | 24% | 17% | -3% | -6% |
| Cc1cccc(Sc2c([N+](=O)[O-])ncn2C)c1 | -12% | 6% | ? | -20 | i | 9% | -1% | -27% | 2% |
| O=C(NC(c1ccccc1)c1ccccc1)C1(c2cccs2)CCOCC1 | -6% | 1% | 0% | 20 | i | 0% | -10% | 0% | -9% |
| CCCN(CCO)CCCc1ccccc1 | 19% | 20% | 0% | -4 | ? | -6% | -3% | 1% | 20% |
| CCOc1cc(C(c2c(C)[nH][nH]c2=O)c2c(C)[nH][nH]c2=O)ccc1OS(=O)(=O)c1ccc(C)cc1 | 0% | 6% | 16% | -11 | i | -4% | -12% | -4% | -4% |
| O=C(CCc1nc2ccccc2c(=O)[nH]1)Nc1ccc(F)c([N+](=O)[O-])c1 | ? | -21% | 8% | 7 | i | 6% | -3% | -23% | 0% |
| O=[N+]([O-])c1cc(-c2ccc(/C=N/c3nc4ccccn4c3-c3ccco3)o2)ccc1Cl | -11% | -19% | 26% | ? | ? | 0% | ? | -25% | -3% |
| COc1ccc(CNc2ccncc2)c(OC)c1OC | 11% | -9% | 9% | 8 | i | 0% | 17%[2.22 µM] | -3% | -17% |
| CCOc1ccccc1NC(=O)COC(=O)CC(NC(N)=O)c1ccc(Cl)cc1 (configuration not stated) | 7% | 1% | 1% | 55 | i | 0% | 7%[11.3 µM] | 6% | 1% |
| COc1ccc(-c2sc3ccccc3c2C#Cc2cncn2C)cc1 | ? | ? | ? | ? | ? | 6% | ? | -62% | ? |
| O=C(/C=C/c1c(Cl)cccc1Cl)NCCc1ccccc1 | 7% | -13% | 18% | ? | ? | -1% | -20% | -35% | -9% |
| CCOC(=O)N1CCN(c2ncc3c(n2)CC(c2ccc(Cl)cc2)CC3=O)CC1 (configuration not stated) | -28% | nt | nt | nt | i | nt | 9% | -19% | nt |
| CCOC(=O)c1sc(NC(=O)CSc2nnc(-c3ccc(OC)cc3)n2CCOC)nc1C | ? | 0% | -3% | 30 | nt | -13% | nt | -32% | 16% |
| c1ccc(-n2cc(CNCCc3cscn3)c(-c3ccc4c(c3)OCO4)n2)cc1 | ? | ? | 12% | -73* | i | ? | -14% | -30% | ? |
| CCc1ccc(NC(=O)CSc2nc3ccsc3c(=O)n2CCC(=O)O)cc1 | -1% | -13% | -8% | 23 | i | 13% | 4% | -27% | -2% |
| C[C@@H]1CN([C@@H](C)CO)C(=O)CCCn2nncc2CO[C@H]1CN(C)C(=O)Nc1cccc(Oc2ccccn2)c1 | -15% | 2% | nt | -1 | i | nt | 1% | 0% | 11% |
| O=C(c1cccc([N+](=O)[O-])c1)N(c1ccccn1)c1ccccn1 | ? | 12% | 4% | 15 | i | 0% | -13% | 27% | 11% |
| COCCNC(=O)c1ccccc1NC(=O)CSc1ccc(C)cc1 | 8% | 13% | 0% | -7 | i | -8% | 3%[11.3 µM] | -28% | 0% |
| Cc1[nH]n(-c2ccccc2)c(=O)c1-c1cccc(Cl)c1 | 17% | 4% | 0% | -8 | i | -2% | 1% | 2% | 7% |
| COc1ccc(/C=N/NC(=S)Nc2ccccc2)cc1COc1ccc(F)cc1F | 15% | -17% | ? | 25 | i | -1% | -18% | -1% | -2% |
| CCc1[nH]nc2c1C1(C(=O)N(Cc3ccccc3)c3ccccc31)C(C#N)=C(N)O2 (configuration not stated) | 19% | 15% | -1% | -18 | i | -7% | -1% | -9% | 3% |
| CCc1nc2ccc(C(=O)Nc3cccc(OC)c3)cn2c1N(CC)Cc1cccc(Br)c1 | ? | ? | nt | -57* | ? | nt | ? | -32% | ? |
| CC(C)c1ccc(NC(=O)COC(=O)CC2CCCC2)cc1 | 1% | 15% | -4% | 0 | ? | -3% | -2% | -13% | 5% |
| Cc1ccc(/C=C(\C#N)C(=O)Nc2c(C)cccc2C)s1 | -3% | -9% | 4% | -12 | i | -1% | 3% | -19% | -1% |
| O=C(Cn1nc(Cc2cccnc2)c2ccccc2c1=O)NCC1COc2ccccc2O1 (configuration not stated) | -1% | 0% | 6% | -12 | i | 2% | -3% | -17% | -7% |
| CC(C)C[C@H]1CN([C@@H](Cc2ccccc2)CN2CCC[C@@H]2CN2C(=O)C(=O)NC[C@@H]2Cc2ccc(O)cc2)C(=O)C(=O)N1CC1CCCCC1 | 0% | 9% | nt | -23 | i | nt | 0% | -9% | 4% |
| COC(=O)c1ccc2c(=O)n(CCN3CCOCC3)c(SCC(=O)Nc3ccc(OC)cc3OC)nc2c1 | 0% | 1% | 7% | 17 | ? | -5% | nt | -13% | 0% |
| COc1cc2c(cc1O)CCN(C(=O)CSc1nncn1C)[C@@H]2C | 0% | -2% | 12% | 18 | i | -4% | 7% | -3% | 16% |
